# OX1R antag-1 – blocks the human orexin 1 receptor; O43613; CHO/OX1R cells, Fluo-8 calcium fluorescence, orexin A; 330,000 compounds, 0.43% hits; AID 434989; inhibition, % at 5 µM;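 active means inhibition above its plate's threshold, mean inhibition of all tested compounds on the plate plus 3 SD, cut at about 37% in these data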;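 further: 0% = orexin A challenge wells and 100% = SB-334867-A antagonist wells; not every result past the cut was called active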
# Target sequence (O43613 whole entry, looked up): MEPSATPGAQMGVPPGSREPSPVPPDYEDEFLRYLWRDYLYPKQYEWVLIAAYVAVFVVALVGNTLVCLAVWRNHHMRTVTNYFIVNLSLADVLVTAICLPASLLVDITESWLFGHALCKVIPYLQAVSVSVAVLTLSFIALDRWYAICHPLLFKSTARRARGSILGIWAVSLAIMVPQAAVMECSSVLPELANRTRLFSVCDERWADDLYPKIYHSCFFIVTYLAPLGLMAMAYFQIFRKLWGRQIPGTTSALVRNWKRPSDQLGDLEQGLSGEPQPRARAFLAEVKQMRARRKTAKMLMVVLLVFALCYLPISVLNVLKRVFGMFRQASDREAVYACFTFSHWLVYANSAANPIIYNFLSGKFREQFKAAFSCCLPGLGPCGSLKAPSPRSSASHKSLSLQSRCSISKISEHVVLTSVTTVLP
# OX1R antag-2 – OX1R (human) antagonism; AID 485270; O43613; OX1R-expressing cells, FRET antagonist read-out; inhibition, % at 6.6 µM; 330,000 compounds, 1.8% hits; in the data active means inhibition mostly above about 38%, no sharp cut-off; inactive means mostly below about 40%;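 further: 0% = agonist challenge alone and 100% = reference antagonist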
# An asterisk follows results filed as active.
OX1R antag-1,OX1R antag-2,mol
-6.0,9.4,COc1ccc2c(CC(=O)OCC(=O)Nc3cccc(S(N)(=O)=O)c3)coc2c1
4.5,10.3,O=C1C(c2c(O)[nH]c3ccccc23)=Nc2ccccc21
-13.4,12.1,CCCCCC1C/C(=N\O)C=C(C)C1C(=O)OC (configuration not stated)
-30.7,15.8,Cc1ccc(N(CC(=O)N2CCCCC2)S(=O)(=O)c2ccc(C)cc2)cc1
-17.6,12.0,COc1ccc(/C=N/NC(=O)c2ccco2)cc1Cn1nc(C)c([N+](=O)[O-])c1C
-31.8,27.9,CC(=O)c1cccc(NC(=S)NC(=O)Cc2ccccc2)c1
-12.2,12.8,COc1cccc(/C=C/C(=O)OCC(=O)Nc2ccc3[nH]c(=O)[nH]c3c2)c1OC
-13.9,25.9,CCOc1cccc(C(=O)N/N=C/c2coc3ccccc3c2=O)c1
-11.5,4.9,Cc1nn(CC(=O)NCCCN2CCC(N3CCCCC3)CC2)c(=O)c2cc(-c3ccccc3)nn12
-5.0,4.4,COC(=O)C(NS(C)(=O)=O)(c1c(C)[nH]c2ccccc12)C(F)(F)F (configuration not stated)
-11.4,23.1,Cn1c(=O)n(C)c2cc(NS(=O)(=O)c3cccs3)ccc21
-8.2,3.1,Cc1c(C(=O)NCc2ccccn2)sc2nc(-c3ccccc3)cn12
-10.1,-4.4,C/C(=N\NS(=O)(=O)c1ccc(Br)cc1)c1ccncc1
-12.0,4.1,CCC(CC)C(=O)Nc1cc(OC)c(OC)cc1C(=O)O
-9.0,16.6,C=C1c2cc(C)ccc2NC(=O)N1c1ccc(C)cc1
-5.9,13.6,CCSc1nnc([C@H](C)NC(=O)OC(C)(C)C)o1
-17.7,2.0,O=C(CN1CCN(C(=O)C2COc3ccccc3O2)CC1)Nc1ccccc1 (configuration not stated)
2.6,-8.0,Cc1ccccc1CN1CCN(C(=O)c2ccco2)CC1
-12.0,12.1,COc1ccc(Cl)cc1NC(=S)NCCc1c[nH]c2ccccc12
-5.6,3.7,CC(=O)Cc1nsc(NC(=O)c2ccc(Br)o2)n1
-30.8,8.4,Cc1ccc(S(=O)(=O)Nc2nc3ccccc3s2)cc1
-24.1,24.8,COc1cccc2cc(-c3ccnc(N)n3)oc12
-23.3,16.8,CN(CC(=O)Nc1cccc(F)c1)C(=O)c1ccc(-n2cncn2)c([N+](=O)[O-])c1
4.0,5.8,COc1ccc(OC)c(S(=O)(=O)NCCCN2CCCC2=O)c1
-11.9,23.8,COc1ccccc1CNS(=O)(=O)c1c(C)nc2scc(C)n2c1=O
-0.2,7.2,Cc1ccccc1-n1c(=O)n(Cc2ccc(C(=O)O)cc2)c(=O)c2[nH]cnc21
-34.5,8.4,Cc1nnc(N2CCCC(C(=O)NCc3cccc(F)c3)C2)c2nn(-c3ccccc3)c(C)c12 (configuration not stated)
33.0,144.8*,CSc1cccc(N2CC(C(=O)NCCN3C(=O)S/C(=C\c4cccnc4)C3=O)CC2=O)c1 (configuration not stated)
-25.3,15.7,O=[N+]([O-])c1cc(-c2cnc3ccccc3n2)ccc1Oc1ccc(Cl)cc1
-10.3,8.4,CCOC(=O)c1c(C)c(C(=O)NCc2cccs2)c(C)n1C
2.9,2.5,N#Cc1cn(CCOc2ccccc2F)c2ccccc12
-0.6,12.0,O=C(C1=C[C@H](c2coc3ccccc3c2=O)C[C@H](OCCCCO)O1)N1CCOCC1
2.8,4.2,CCC(=O)Nc1ccc(C(=O)n2nc(C)cc2C)cc1
-4.8,6.8,CCOC(=O)Cn1cc(/C=C(\C#N)C(=O)N2CCOCC2)c2ccccc21
-7.2,-4.0,Clc1cccc(OCCN2CCCC2)c1
-26.3,41.9,CC(=O)N[C@@H](C)c1nc2ccccc2n1CCCN1CCN(c2nc(-c3ccc(C)cc3)cs2)CC1
-4.0,13.2,O=Cc1ccc2noc(-c3ccc(F)cc3)c2c1
-6.0,18.6,CC(C#N)Sc1nnc(Nc2ccccc2)s1 (configuration not stated)
-1.4,11.8,O=C(NCc1n[nH]c(=S)n1-c1cccc(C(F)(F)F)c1)c1ccco1
-11.4,7.6,COC(=O)c1cc2ccccc2c(-c2c(O)ccc3ccccc23)c1O
-13.1,8.2,CCOc1ccc(OCCC(=O)OCC(=O)Nc2ccc(N3CCOCC3)cc2)cc1
-24.2,9.2,COC(=O)c1sccc1NC(=O)CSCCc1ccccn1
-12.8,16.7,CC(C)c1ccc(S(=O)(=O)NC2CCCC2)cc1
-14.8,10.0,CCN1CCN(C(=O)C2CCC(CNS(=O)(=O)c3ccccc3)CC2)CC1 (configuration not stated)
-6.4,5.2,CC(=O)N(C)c1ccc(NC(=O)Cc2cccs2)cc1
-14.4,7.0,Cc1ccc(S(=O)(=O)N2CCSC2)cc1C
7.3,25.2,O=c1cc(-c2ccc(O)cc2)oc2c([C@@H]3O[C@H](CO)[C@@H](O)[C@H](O)[C@H]3O)c(O)c([C@@H]3O[C@H](CO)[C@@H](O)[C@H](O)[C@H]3O)c(O)c12
-4.9,6.7,CC(=O)Nc1ccc(S(=O)(=O)NCC2CCC(C(=O)NC(C)c3ccccc3)CC2)cc1 (configuration not stated)
-27.6,35.0,CC(SC1=NCCN1S(=O)(=O)c1ccc(F)cc1)c1ccccc1 (configuration not stated)
-25.8,8.9,c1ccc(Cn2c(CSc3nnnn3-c3ccccc3)nc3ccccc32)cc1
-19.3,16.9,CCCc1nnc(NC(=O)CCC(=O)N2CCN(Cc3ccc(Cl)cc3)CC2)s1
-17.7,23.6,O=C(Nc1cc2c3c(c1)CC(=O)N3CCC2)c1ccco1
-5.0,9.9,COCCn1nnnc1C(c1ccc(OC)cc1)N1CCN(c2ccccc2F)CC1 (configuration not stated)
-19.9,18.1,CCOC(=O)CC(=O)CSc1nc(C)cc(-c2cccnc2)c1C#N
-7.6,33.5,CCOC(=O)c1ccc[n+](CC(=O)Nc2cc(C(F)(F)F)ccc2Cl)c1
-19.8,14.1,Cc1nn(C)cc1C(C(=O)NC1CCCCC1)N(C(=O)Cc1cccs1)c1ccc(Cl)cc1 (configuration not stated)
-16.9,16.8,CC(=O)Nc1ccc(S(=O)(=O)NNC(=O)C(=O)NNc2ccccn2)cc1
-6.0,18.4,C/C(N)=C(/C#N)C(=O)CSc1nnc(Cc2ccccc2F)n1N
-19.5,26.5,COc1ccc(CN(C)C(=O)CCN(c2ccccc2)S(=O)(=O)c2ccc(C)cc2)c(OC)c1
-22.6,16.0,Cc1noc(C(=O)N2CCN(Cc3ccc4c(c3)OCO4)CC2)c1Cl

# The listing continues.
OX1R antag-1,OX1R antag-2,mol
23.8,50.8*,O=C(Nc1cccc([N+](=O)[O-])c1)c1cc2ccccc2cc1O
-29.6,4.5,Cc1ccc(-c2csc(NC(=O)CCNC(=O)c3ccc(Cl)cc3)n2)cc1
-12.6,11.8,COc1ccc(S(=O)(=O)NCCc2ccc(F)cc2)cc1
-17.2,3.0,CCC(C)N(C(=O)COC(=O)Cc1n[nH]c(=O)c2ccccc12)C1CCS(=O)(=O)C1 (configuration not stated)
-2.3,15.5,Cc1cc(C(=O)CN2C(=O)NC(CC(C)C)C2=O)c(C)n1-c1ccccc1F (configuration not stated)
-17.9,21.0,O=C(OCc1cc([N+](=O)[O-])cc2c1OCOC2)c1ccccn1
-20.2,22.8,Cc1cc(Cl)ccc1OCC(=O)NNC(=O)c1cnccn1
0.6,2.4,Cc1[nH]c(=O)c(C#N)c2c1CCCC2
-8.9,17.8,COc1cccc(NC(=O)CSc2nnc(CNC(=O)c3ccco3)n2C)c1
-15.2,15.8,COc1cc(-c2nc(-c3ccccn3)no2)cc(OC)c1OC
-20.0,16.8,COc1ccc(Br)cc1S(=O)(=O)n1nc(C)cc1C
-26.4,7.9,CC(C)NC(=S)NC(=O)c1ccc(-c2ccccc2)cc1
-5.7,13.6,Cc1cc(NS(=O)(=O)c2ccc(Br)s2)no1
-30.8,2.3,CN(C)CCN(CC1CCCN(Cc2ccccc2F)C1)C(=O)c1ccc(F)cc1 (configuration not stated)
-11.8,26.2,O=C(NNC(=O)c1cccs1)c1ccc(Cl)cc1
-31.7,16.8,CCOC(=O)CNc1nc(C(C)(C)C)nc2c1nnn2Cc1ccccc1
7.8,20.8,COc1ccc(/C=N/NC(=O)c2nnn(-c3nonc3N)c2-c2cccs2)cc1OC
-8.4,23.4,COc1ncnc2c1N=C1CC(C)(C)CC(N)=C1S2
-16.1,13.0,CCc1nc(NCCCCCO)c2nnn(Cc3ccccc3F)c2n1
-35.9,3.2,O=C(c1cc(-c2cccs2)nc2ccccc12)N1CCN(S(=O)(=O)c2ccccc2)CC1
-6.4,16.6,Cn1c(N)c(C(=O)NCc2ccccc2)sc1=S
-21.5,12.5,NNC(=O)C1CC1c1ccccc1 (configuration not stated)
-2.8,5.0,CC(C)(C)C(=O)C(Cc1ccccc1)n1cncn1 (configuration not stated)
-16.0,29.1,CCSc1nnc(NC(=O)Nc2cccc(C)c2)s1
-0.8,37.3,COc1cc(/C=C2\SC(N)=NC2=O)cc(Br)c1O
-31.9,20.8,COc1cccc(CNc2nc3ccccc3n2CCN2CCCCC2)c1OC
-17.4,-5.8,CC(C)CCC(C)NC(=O)Cc1ccc(S(=O)(=O)N2CCOCC2)s1 (configuration not stated)
-17.8,3.7,COc1ccc(NC(=O)NC23CC4(C)CC(C)(CC(C)(C4)C2)C3)cc1OC
-9.9,8.7,CCOC(=O)CNc1nc(Cl)nc(Nc2ccc(Cl)cc2)n1
-11.2,10.8,Fc1ccccc1Cc1noc(CN2CCN(C/C=C/c3ccccc3)CC2)n1
-36.6,10.4,COc1ccc(Cn2nnc3c(=O)[nH]c(C4CCN(C(=O)c5ccccc5Cl)CC4)nc32)cc1
-23.3,-0.3,COc1cc2[nH]c(=S)nc(NCc3ccccc3)c2cc1OC
-1.1,5.3,CNS(=O)(=O)c1cn(CC(=O)NCc2ccc(OC)cc2)cc1S(=O)(=O)NC
-16.7,12.3,COC(=O)C1=C(C)Nc2nnnn2C1c1cccs1 (configuration not stated)
-10.1,17.4,COc1cc(OC)c(/C=N/NC(=O)COc2cccc3cccnc23)c(OC)c1
-5.8,16.7,COc1ccccc1C(=O)NNC(=O)C1CCCO1 (configuration not stated)
-4.7,25.7,COc1ccc(NC(=O)CN(C)CC(=O)Nc2ccc(Cl)cc2[N+](=O)[O-])cc1
-7.0,5.1,CCOC(=O)Cn1c(=O)c2c(nc(Br)n2CC(=O)OCC)n(C)c1=O
-23.2,8.2,CC(C)CC(COCc1cccc(Cl)c1)N1CCN(C(=O)c2cccc(C(F)(F)F)c2)CCC1=O (configuration not stated)
-20.0,19.1,Nn1c(SCC(=O)Nc2ccc(OC(F)F)cc2)nnc1-c1ccco1
-8.6,9.4,COc1cc(/C=C/C(=O)O)cc(S(=O)(=O)Nc2ccc3[nH]c(=O)[nH]c3c2)c1OC
-7.4,18.9,COc1ccc(NC(=O)CSc2nc(NS(=O)(=O)c3ccc(C)cc3)cc(=O)[nH]2)cc1
22.8,8.0,Cc1nc(NC(=O)CN(C)S(=O)(=O)c2ccc(Br)cc2)sc1C
-34.8,18.7,CC(C)(C)N1CC(c2nc3ccccc3n2Cc2ccc(Cl)cc2)CC1=O (configuration not stated)
-16.1,17.0,Cc1nc2c(cc1C(=O)N/N=C/c1ccc(O)c(O)c1)c(=O)n(C)c(=O)n2C
0.7,3.8,CC(C)(C)NC(NC(=O)Cc1ccccc1)C(Cl)(Cl)Cl (configuration not stated)
-5.9,10.6,O=C(CSc1cccc2cccc(Cl)c12)OCC(=O)N1CCN(C(=O)c2ccco2)CC1
-28.4,27.1,C=CCN1c2ccccc2[C@]23C[C@@H](C(=O)OC)N(C(=O)CC(C)C)C2=NC(C(=O)OC)=C(C(=O)OC)[C@H]13
-0.2,17.6,O=C(NCCCn1ccnc1)c1cc(C2CC2)on1
-7.3,2.2,CCCCn1c(=S)[nH]c2cc(S(=O)(=O)N3CCOCC3)ccc21
1.9,30.7,O=c1c2ccccc2nc(-c2ccc(Cl)cc2Cl)n1O
5.2,16.2,Cc1nnc(SCC(=O)Nc2nc(C(C)(C)C)cs2)s1
-20.9,7.9,CCCCC(=O)Nc1ccc(C(=O)NN2C(=O)c3ccccc3C2=O)cc1
-20.1,4.5,Fc1ccc(N2CCN(c3cnc4ccccc4n3)CC2)cc1
-5.7,7.3,Cc1nnc(SCC(=O)Nc2sc3c(c2C(N)=O)CCC(C)C3)[nH]c1=O (configuration not stated)
-28.3,6.6,O=C(CSc1ccccc1)Nc1ccccc1C(=O)N1CCCC1
6.4,7.4,O=C(CC(NCCN1CCOCC1)C(=O)O)Nc1cccc(Cl)c1 (configuration not stated)
13.6,15.9,CCC(Sc1ncccn1)C(=O)Nc1cc(C)on1 (configuration not stated)
-7.4,2.6,CC(NC(=O)COC(=O)CCC(=O)c1ccc(F)cc1)c1ccccc1 (configuration not stated)
-10.2,23.9,O=C(Nc1nc(-c2ccc(Cl)cc2)cs1)c1cccnc1

# Reformatted comma-delimited: 6 of the compounds above
SMILES,OX1R antag-1,OX1R antag-2
O=c1c2ccccc2nc(-c2ccc(Cl)cc2Cl)n1O,1.9,30.7
Cc1nnc(SCC(=O)Nc2nc(C(C)(C)C)cs2)s1,5.2,16.2
CCCCC(=O)Nc1ccc(C(=O)NN2C(=O)c3ccccc3C2=O)cc1,-20.9,7.9
Fc1ccc(N2CCN(c3cnc4ccccc4n3)CC2)cc1,-20.1,4.5
Cc1nnc(SCC(=O)Nc2sc3c(c2C(N)=O)CCC(C)C3)[nH]c1=O (configuration not stated),-5.7,7.3
O=C(CSc1ccccc1)Nc1ccccc1C(=O)N1CCCC1,-28.3,6.6

# Fetched by compound from above:
OX1R antag-1,OX1R antag-2,mol
-7.3,2.2,CCCCn1c(=S)[nH]c2cc(S(=O)(=O)N3CCOCC3)ccc21
-5.7,7.3,Cc1nnc(SCC(=O)Nc2sc3c(c2C(N)=O)CCC(C)C3)[nH]c1=O (configuration not stated)
-7.4,2.6,CC(NC(=O)COC(=O)CCC(=O)c1ccc(F)cc1)c1ccccc1 (configuration not stated)

# Compound activity (PubChem)
